High-throughput results deposited in PubChem BioAssay by several laboratories.
CHRM4 antagonist: human M4 muscarinic receptor antagonists, primary screen, CHO cells, Fluo-8 calcium fluorescence. Muscarinic acetylcholine receptor M4 (Homo sapiens), P08173. CHO-hM4 cells, ACh EC80. inhibition, % at 3 µM. 360,000 compounds, 0.73% hits. AID 624125, 2012;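 active = inhibition above its plate's cutoff, the mean inhibition of sample wells plus 3 SD, cut at about 27% in these data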;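 note: 0% = acetylcholine EC80 with DMSO and 100% = DMSO without agonist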
Target sequence (P08173 whole entry, looked up): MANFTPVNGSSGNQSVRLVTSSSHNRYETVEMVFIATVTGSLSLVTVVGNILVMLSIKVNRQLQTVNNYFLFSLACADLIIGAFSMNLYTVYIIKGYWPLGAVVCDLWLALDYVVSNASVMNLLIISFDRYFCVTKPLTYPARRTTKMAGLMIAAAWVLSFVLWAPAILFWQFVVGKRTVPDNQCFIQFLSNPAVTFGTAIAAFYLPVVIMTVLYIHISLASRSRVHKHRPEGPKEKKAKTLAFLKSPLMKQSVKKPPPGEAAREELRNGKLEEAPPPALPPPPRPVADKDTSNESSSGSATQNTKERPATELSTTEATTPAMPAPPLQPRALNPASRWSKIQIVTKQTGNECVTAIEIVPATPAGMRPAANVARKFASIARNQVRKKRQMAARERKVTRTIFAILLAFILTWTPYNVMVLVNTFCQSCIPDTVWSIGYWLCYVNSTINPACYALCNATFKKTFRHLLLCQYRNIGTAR
CHRM5 agonist: human M5 muscarinic receptor agonists, primary screen, CHO-K1 cells, Fluo-8 calcium fluorescence | Muscarinic acetylcholine receptor M5 (Homo sapiens), P08912 | 360,000 compounds, 0.19% hits | activation, % at 3 µM | CHO-K1 hM5 cells; 0% DMSO wells, 100% maximal acetylcholine response;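 active = activation above the run's mean over test compounds plus 3 SD, cut at about 23% in these data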;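 note: signal is peak over basal fluorescence ratio across the kinetic read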
Target sequence (P08912 whole entry, looked up): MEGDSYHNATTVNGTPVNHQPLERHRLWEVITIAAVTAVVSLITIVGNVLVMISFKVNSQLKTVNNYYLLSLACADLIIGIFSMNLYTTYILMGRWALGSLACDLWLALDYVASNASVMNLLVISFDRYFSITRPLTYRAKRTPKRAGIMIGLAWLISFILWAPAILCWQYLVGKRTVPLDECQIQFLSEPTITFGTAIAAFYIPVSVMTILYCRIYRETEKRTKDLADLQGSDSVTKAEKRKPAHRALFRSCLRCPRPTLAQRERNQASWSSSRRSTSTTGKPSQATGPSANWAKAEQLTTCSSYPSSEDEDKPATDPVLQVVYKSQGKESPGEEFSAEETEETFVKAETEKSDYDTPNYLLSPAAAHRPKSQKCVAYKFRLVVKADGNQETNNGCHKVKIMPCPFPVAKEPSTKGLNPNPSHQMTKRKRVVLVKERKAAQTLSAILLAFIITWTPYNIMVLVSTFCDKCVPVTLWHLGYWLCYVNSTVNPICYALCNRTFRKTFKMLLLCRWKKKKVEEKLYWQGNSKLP
M5 PAM: human M5 muscarinic receptor positive allosteric modulators, primary screen, CHO-K1 cells, Fluo-8 calcium fluorescence. activation, % at 3 µM. 360,000 compounds, 0.3% hits. AID 624038, 2012. CHO-K1 hM5, ACh EC20 PAM; 0% = ACh EC20, 100% = ACh EC100. Muscarinic acetylcholine receptor M5 (Homo sapiens), P08912;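 active = activation above the run cutoff, the mean activation of all test compounds plus 3 SD, cut at about 18% in these data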
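System: CHO-K1 cell line with stable human muscarinic M5 receptor expression | Also added: EC20 acetylcholine as agonist stimulus | Compound: One concentration, 3 µM final (nominal) | Timing: Fluo-8 loading 80 min at 37 °C plus 30 min room temperature | Measured by: Fluo-8 calcium dye fluorescence, kinetic read | Read-out basis: % activation, ACh-normalized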
CHRM4 PAM: human M4 muscarinic receptor positive allosteric modulators, primary screen, CHO-K1 cells, Fluo-8 calcium fluorescence; Muscarinic acetylcholine receptor M4 (Homo sapiens), P08173; CHO-K1 hM4/Gqi5, ACh EC20; 0% = ACh EC20, 100% = maximal ACh; activation, % at 3 µM; 360,000 compounds, 0.4% hits; AID 624126, 2012;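 active = activation above its plate's cutoff, the mean activation of sample wells plus 3 SD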; note: some results filed as inactive read as strong as hits
M5 antag: human M5 muscarinic receptor antagonists, primary screen, CHO cells, Fluo-8 calcium fluorescence | CHO-hM5 cells, ACh EC80 | inhibition, % at 3 µM | Muscarinic acetylcholine receptor M5 (Homo sapiens), P08912 | 360,000 compounds, 0.59% hits;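 active = inhibition above a per-plate cutoff, the mean of that plate's test compounds plus 3 SD, cut at about 27% in these data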;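 note: 0% = acetylcholine EC80 with DMSO and 100% = DMSO without agonist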
CRFBP-R2 agonist: agonists of CRF-BP/CRF-R2 complex, primary screen, cell-based, HEK293, calcium dye fluorescence, uHTS. calcium dye fluorescence (FLIPR); percent of saturating CRF peptide response. CRF-binding protein / CRF receptor 2 complex (human). activation, % at 13.2 µM. 350,000 compounds, 0.46% hits;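 active = activation of at least 50%, plus an integration ratio under a set limit after plate pattern correction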;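 note: plate controls were neutral control wells without compound for no effect and CRF at EC100 for full effect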
CRFR2-BP antag: antagonists of CRF-BP/CRF-R2 complex, primary screen, cell-based, HEK293, calcium dye fluorescence, uHTS; AID 588475, 2011; CRF-induced calcium fluorescence; inhibition, % at 11.8 µM; 350,000 compounds, 0.59% hits;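 active = inhibition of the ligand-induced calcium signal above about 50% at the single tested concentration, limit read from the data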
IDE cell inh: human IDE inhibitors in live cells, primary screen, fluorescence polarization, HEK cells, FAbetaB substrate | FAbetaB cleavage | inhibition, % at 5.59 µM | 320,000 compounds, 0.41% hits | AID 434962, 2010;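 active = percent inhibition above the average of all tested compounds plus 3 SD, set per screening campaign, cut at about 16% in these data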;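 note: IDE supplied by intact live HEK cells; FP after avidin binding of uncleaved biotin substrate so inhibition keeps polarization high; 0% = DMSO wells and 100% = 60 µM reference IDE inhibitor Ii1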
M4 ag: human M4 muscarinic receptor agonists, primary screen, CHO-K1 cells, Fluo-8 calcium fluorescence | Muscarinic acetylcholine receptor M4 (Homo sapiens), P08173 | CHO-K1 hM4/Gqi5; vehicle 0%, full acetylcholine response 100% | activation, % at 3 µM | 360,000 compounds, 0.14% hits | AID 624127, 2012;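 active = activation above the run mean over all test wells plus 3 SD, cut at about 32% in these data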;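 note: peak over basal fluorescence ratio per well then scaled between controls; 0% = DMSO wells and 100% = acetylcholine at EC100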
Starred values were filed as active, the others as inactive; . = no result given.

Below each compound: CHRM4 antagonist	CHRM5 agonist	M5 PAM	CHRM4 PAM	M5 antag	CRFBP-R2 agonist	CRFR2-BP antag	IDE cell inh	M4 ag
1	COc1ccc(C(=O)C(=O)N2CCN(c3ccccc3F)CC2)cc1
  2	0	10	3	-8	.	.	.	4
2	Cc1cc(NC(=O)CSc2nnc(-c3ccncc3)n2C)n(-c2ccccc2)n1
  -2	1	2	11	4	0.4	-1	-5	0
3	CCOC(=O)C1(C)CCCN(C(=O)c2ccc(OC)c(OC)c2)C1 (stereo unspecified)
  -10	2	4	2	-10	.	.	.	1
4	O=C(O)C1CCN(S(=O)(=O)c2ccc(N3CCC(O)CC3)c([N+](=O)[O-])c2)CC1
  -3	-4	1	3	2	0.3	-18	-1	1
5	CCSc1nc2c(c(=O)n1Cc1ccccc1)SC(C)C2 (stereo unspecified)
  5	-7	-2	5	-1	-2.3	15	0	-3
6	CSc1nc2n(n1)C(c1cccc(F)c1)C(C(=O)Nc1ccc(C)cc1C)=C(C)N2 (stereo unspecified)
  3	0	0	-1	0	-1.4	10	5	0
7	COc1ccc2[nH]c(=O)c(CNc3ccccc3OC)cc2c1
  -3	3	3	-4	6	17	-6	-6	2
8	CCc1ccccc1SCc1noc(C(=O)NCC2CCCO2)c1C(=O)O (stereo unspecified)
  -5	-3	8	13	-8	-0.2	-2	3	0
9	COc1ccc(N2CC(C(=O)Nc3c4c(nn3-c3ccc(OC)cc3)CS(=O)(=O)C4)CC2=O)cc1 (stereo unspecified)
  -11	-2	-2	20*	-15	1.2	-10	6	0
10	CCN1CCN(S(=O)(=O)c2ccc(Cl)c(C(=O)N(C)CC(=O)Nc3c(C)cccc3C)c2)CC1
  -7	-1	-8	7	16	-0.3	-4	.	1

2 compounds picked at random from the list so far, as already listed:
Below each compound: CHRM4 antagonist	CHRM5 agonist	M5 PAM	CHRM4 PAM	M5 antag	CRFBP-R2 agonist	CRFR2-BP antag	IDE cell inh	M4 ag
10	CCN1CCN(S(=O)(=O)c2ccc(Cl)c(C(=O)N(C)CC(=O)Nc3c(C)cccc3C)c2)CC1
  -7	-1	-8	7	16	-0.3	-4	.	1
3	CCOC(=O)C1(C)CCCN(C(=O)c2ccc(OC)c(OC)c2)C1 (stereo unspecified)
  -10	2	4	2	-10	.	.	.	1

Other results follow.
Below each compound: CHRM4 antagonist	CHRM5 agonist	M5 PAM	CHRM4 PAM	M5 antag	CRFBP-R2 agonist	CRFR2-BP antag	IDE cell inh	M4 ag
11	Cc1cccc2sc(NC(=O)C3c4ccccc4Oc4ccccc43)nc12
  -16	-7	-11	7	-2	2.4	13	-2	-1
12	C/C(=N\Nc1cc(C)nc(NCc2ccccc2)n1)c1cccc([N+](=O)[O-])c1
  -2	2	17	9	-9	-1.1	8	1	1
13	Cc1ccc(-c2nc3c(Cl)cc(C(F)(F)F)cn3c2Cc2ccsc2)cc1
  7	0	-3	0	8	.	.	.	-2
14	O=C(CSc1ncccn1)Nn1cnnc1
  8	-2	-1	-2	6	0.1	16	-1	1
15	CCN1C(=O)/C(=C2\C=Cc3ccccc3N2CC)OC1=S
  -7	3	2	6	-6	-1.2	-25	-3	1
16	C/C(=N/NS(=O)(=O)c1ccc(C(C)C)cc1)c1ccncc1
  3	1	-2	2	6	-0.5	6	.	6
17	CC(=O)c1ccccc1NC(=O)CCN1C(=O)C2CCCCC2C1=O (stereo unspecified)
  4	3	-2	10	3	-0.6	-4	5	2
18	CC(C)(C)NC(=O)C(c1ccc(-c2ccccc2)cc1)N(C[C@H]1CC[C@@H]([C@@H]2CC[C@H](CO)O2)O1)C(=O)c1ccc(C(C)(C)C)cc1 (stereo partly specified)
  -12	0	-2	-8	-6	-0.3	-5	.	0
19	COc1ccc(NC(=O)C2CC(=O)NC(Nc3cccc(C)c3)=N2)cc1 (stereo unspecified)
  -1	-2	7	0	-2	-0.1	-1	0	1
20	CCOC(=O)c1ccc(NC(=S)NN2CCOCC2)cc1
  -13	0	-3	2	-1	-2.8	12	-2	0

Below each compound: CHRM4 antagonist	CHRM5 agonist	M5 PAM	CHRM4 PAM	M5 antag	CRFBP-R2 agonist	CRFR2-BP antag	IDE cell inh	M4 ag
21	COc1ccc(C2(CNC(=O)c3cccc([N+](=O)[O-])c3)CCCCC2)cc1OC
  -6	-1	-11	17	15	-0.1	-13	9	6
22	CCNCCNC(=O)c1c(O)c2c([nH]c1=O)CCCC2
  0	1	-2	-2	2	-1.4	-15	1	1
23	CC(=O)c1c(C)[n+]([O-])c2ccc3c(non3O)c12
  4	-3	-7	0	-4	-1.4	2	-2	1
24	CC(C)[C@H](NC(=O)NCc1ccc(F)cc1)C(=O)O
  -7	2	-2	-7	10	-0.8	-1	0	0
25	COC(=O)c1ccccc1NC(=O)Cn1cnc2cc(C)c(C)cc21
  5	13	-16	-2	8	-1.3	6	0	13
26	CCn1nc(C)c(Br)c1Nc1ccc(Br)cc1
  -6	-3	4	-5	2	-1.0	5	0	-1
27	Cc1ccc(S(=O)(=O)N2[C@@H](c3ccc(Cl)cc3)C(C(=O)O)=C[C@H]2CC2CCCC2)cc1
  -7	3	1	2	-1	-2.1	13	0	1
28	COCCCC1CCN(Cc2nc(-c3ccccc3)no2)CC1
  -4	-1	1	16	-2	0.9	11	6	0
29	Cc1ccc(OCC(=O)Nc2sc3c(c2C#N)CCC3)cc1
  -1	4	0	8	-1	0.7	-12	5	3
30	COc1ccc(-c2[nH]c(-c3ccc(Cl)cc3)nc2SCC(=O)Nc2nccs2)cc1
  0	2	-5	-3	7	-1.5	-7	5	2

Below each compound: CHRM4 antagonist	CHRM5 agonist	M5 PAM	CHRM4 PAM	M5 antag	CRFBP-R2 agonist	CRFR2-BP antag	IDE cell inh	M4 ag
31	COc1cccc(C(=O)Nc2ccc(NC(=O)C(C)(C)C)cn2)c1
  5	-4	-5	2	3	0.9	-17	2	2
32	CC12C=CC(=O)C=C1CCC1C3CCC(O)(C(=O)CO)C3(C)CC(O)C12F (stereo unspecified)
  -4	4	-1	-1	-4	3.2	2	.	1
33	Cc1ccc(S(=O)(=O)N(CC(=O)O)Cc2ccccc2)cc1
  11	0	1	-2	4	0.1	5	2	0
34	Nc1nonc1C(=O)NCCNS(=O)(=O)c1ccc(F)cc1
  2	-2	-1	2	5	-5.4	24	0	1
35	CCCc1nnc(NC(=O)CCCN2C(=O)c3ccccc3C2=O)s1
  1	-3	4	5	-3	2.3	-19	-2	0
36	O=C(NCc1ccccc1)c1cccc(NS(=O)(=O)c2cccc3cccnc23)c1
  -5	-2	-5	-3	6	3.2	-23	0	4
37	CCCCNc1c(C(=O)OCC)c(C)nc2c1cnn2CC
  -12	-1	0	5	-8	-1.3	-12	3	1
38	C=CCn1c(CNC(=O)c2cccs2)nnc1SCC(=O)c1ccc(Br)cc1
  -1	0	1	-9	3	0.1	-40	-1	4
39	CC1(OC(=O)CCc2ccccc2)C(=O)C=C2C=C(c3ccc(C#N)cc3)N(C3CCCC3)C=C2C1=O (stereo unspecified)
  5	-3	0	2	6	2.8	2	-3	0
40	CN(C)/C=C/C(=O)c1cnc(-c2ccccc2Cl)s1
  -3	3	-1	2	11	-2.5	1	-1	0

The last six records of the section before lead into the next:
Below each compound: CHRM4 antagonist	CHRM5 agonist	M5 PAM	CHRM4 PAM	M5 antag	CRFBP-R2 agonist	CRFR2-BP antag	IDE cell inh	M4 ag
35	CCCc1nnc(NC(=O)CCCN2C(=O)c3ccccc3C2=O)s1
  1	-3	4	5	-3	2.3	-19	-2	0
36	O=C(NCc1ccccc1)c1cccc(NS(=O)(=O)c2cccc3cccnc23)c1
  -5	-2	-5	-3	6	3.2	-23	0	4
37	CCCCNc1c(C(=O)OCC)c(C)nc2c1cnn2CC
  -12	-1	0	5	-8	-1.3	-12	3	1
38	C=CCn1c(CNC(=O)c2cccs2)nnc1SCC(=O)c1ccc(Br)cc1
  -1	0	1	-9	3	0.1	-40	-1	4
39	CC1(OC(=O)CCc2ccccc2)C(=O)C=C2C=C(c3ccc(C#N)cc3)N(C3CCCC3)C=C2C1=O (stereo unspecified)
  5	-3	0	2	6	2.8	2	-3	0
40	CN(C)/C=C/C(=O)c1cnc(-c2ccccc2Cl)s1
  -3	3	-1	2	11	-2.5	1	-1	0
41	Nc1nc(C23CC4CCC(CC(C4)C2)C3)cs1
  15	3	1	-3	-3	4.7	-36	6	1
42	CCc1cc2c(NC(Cc3ccccc3)C(=O)O)nc(C)nc2s1 (stereo unspecified)
  3	-5	-2	-2	11	-1.4	17	1	0
43	NC(c1ccccc1)c1csc(NC(=O)Nc2ccc(OC(F)(F)F)cc2)n1 (stereo unspecified)
  21	5	-3	5	1	.	.	.	17
44	Cc1cccc(NC(=S)N2CCC(C(=O)c3ccc(F)cc3)CC2)c1
  0	-2	3	-2	7	-0.9	15	.	2
45	O=C(Cc1cccs1)Nc1nnc(COc2ccccc2)s1
  5	-1	1	0	0	1.9	-48	4	0
46	CC(c1nnc(SCC(=O)Nc2ccc3[nH]c(=O)[nH]c3c2)n1Cc1ccccc1)N(C)C (stereo unspecified)
  -11	2	2	12	-3	0.9	-6	1	0
47	COc1ccccc1-c1nnc(SCC(=O)Nc2cccnc2Cl)n1C
  8	3	-3	3	9	0.2	-5	1	0
48	O=c1cc(CN2CCOCC2)nc(C2CC2)[nH]1
  -12	-4	-7	11	0	0.7	7	0	1
49	COC(=O)C1CSc2[nH]c(=O)sc2C1c1ccc(O)c(OC)c1 (stereo unspecified)
  3	0	-4	6	1	-0.6	77*	-3	1
50	Cc1ccc(N(CC(=O)N2CCOCC2)S(=O)(=O)c2ccccc2)cc1
  3	2	-1	5	-5	0.0	16	10	1

Below each compound: CHRM4 antagonist	CHRM5 agonist	M5 PAM	CHRM4 PAM	M5 antag	CRFBP-R2 agonist	CRFR2-BP antag	IDE cell inh	M4 ag
51	COc1ccc2[nH]cc(C(=O)CN3CCCC(C)(C)C3)c2c1
  -10	2	2	7	5	1.0	-6	-2	2
52	OCC1(CCOc2ccccc2)CCN(Cc2ccc3cccc(F)c3n2)CC1
  -17	-3	3	4	3	-1.4	-26	4	4
53	O=C(NCc1ccc(F)cc1F)[C@@H]1CCCN1C(=O)[C@@H]1CCCN1
  -5	2	-1	4	-5	.	.	.	0
54	O=C(CN(Cc1ccco1)C(=O)c1cc(=O)[nH]c2ccccc12)Nc1ccccc1C(F)(F)F
  3	2	-4	10	9	-0.1	-11	8	2
55	COc1cc(C=C2CCCC(=Cc3ccc(OCC4CO4)c(OC)c3)C2=O)ccc1OCC1CO1 (stereo unspecified)
  23	7	-12	-8	23	15	-2	.	18
56	O=c1[nH]c2ccsc2c(=O)n1CCO
  7	1	5	-2	1	1.5	6	7	0
57	C=CCNC(=O)CSc1nnc(-c2ccccn2)n1Cc1ccccc1
  2	-3	22*	11	-4	0.5	-2	0	1
